# Efflux pump inh = inhibitors of Candida efflux pumps in yeast, primary screen, S. cerevisiae, Nile Red, multiplex. S. cerevisiae Candida pump triplex. inhibition, % at 10 µM. actives 0.44% (n = 330,000);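 active = plate passing quality check with inhibition over a set limit, or well fluorescence over plate mean plus 4 SD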;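 note: Nile Red retained in pooled yeast measured as flow cytometry median fluorescence; 0% = buffer negative control and 100% = Enniatin B positive control; higher means more Nile Red kept so more efflux inhibition; some compounds called inactive have numbers as strong as hits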
# GLD-1 RNA inh = GLD-1/TGE RNA complex disruptors, primary screen, biochemical, fluorescence polarization | purified GLD-1 + fluorescein TGE RNA | Female germline-specific tumor suppressor gld-1 (Caenorhabditis elegans), Q17339 | actives 0.44% (n = 320,000) | inhibition, % at 5.96 µM;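 active = percent inhibition above a per-plate cutoff, the plate mean of test compounds plus 3 SD, cut at about 30% in these data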;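 note: 0% = DMSO wells with GLD-1 and probe and 100% = wells lacking GLD-1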
# MEX-5 binding = MEX-5 zinc finger RNA-binding disruptors – biochemical, C. elegans, fluorescence polarization, MLPCN library, primary screen | Zinc finger protein mex-5 (Caenorhabditis elegans), Q9XUB2 | MEX-5/FITC-TCR2 RNA binding; stronger effect = lower value | activity score (negative = inhibition of binding), % at 10 µM | actives 0.38% (n = 300,000);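 active = inhibition past about -25% in most replicates, and total fluorescence under double the plate's negative control median, limit read from the data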;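 note: 0% = DMSO and -100% = 5 µM competing unlabeled TCR2 RNA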
# Target sequence (Q9XUB2 whole entry, looked up): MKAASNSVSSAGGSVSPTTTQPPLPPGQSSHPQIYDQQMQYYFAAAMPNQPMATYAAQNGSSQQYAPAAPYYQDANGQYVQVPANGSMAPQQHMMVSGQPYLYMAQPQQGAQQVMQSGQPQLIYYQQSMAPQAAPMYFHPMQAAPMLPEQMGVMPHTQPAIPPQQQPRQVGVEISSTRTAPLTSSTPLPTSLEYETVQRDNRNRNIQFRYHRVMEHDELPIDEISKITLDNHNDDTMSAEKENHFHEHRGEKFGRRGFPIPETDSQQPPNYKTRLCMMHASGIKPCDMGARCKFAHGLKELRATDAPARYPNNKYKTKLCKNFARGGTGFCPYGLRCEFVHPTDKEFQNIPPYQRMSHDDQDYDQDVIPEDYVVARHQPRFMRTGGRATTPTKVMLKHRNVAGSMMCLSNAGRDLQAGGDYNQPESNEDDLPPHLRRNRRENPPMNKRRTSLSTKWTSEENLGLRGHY
# GRK2 inh = compounds blocking aptamer binding on GRK2 – biochemical, human GRK2, bead flow cytometry, HTS, primary screen; FAM-aptamer displacement from GRK2; inhibition of aptamer binding, % at 10 µM; actives 0.59% (n = 330,000);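 active = inhibition of aptamer binding above 40%, roughly 3 SD of noise, on plates passing a quality check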;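 note: median bead fluorescence of bound FAM aptamer so fluorescent compounds give negative values; no value below 0 was filed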
# VLA-4 inh = inhibition in human VLA-4 binding assay, primary screen, VLA-4 allosteric modulator project, MLPCN library, flow cytometry, VLA-4 expressing cells; Integrin alpha-4 (Homo sapiens), P13612; ligand binding flow cytometry; inhibition, % (about 7 µM as worked out from the volumes in the protocol); actives 0.2% (n = 330,000); in the data active = inhibition above about 50%
# MCL1 BIM primary = inhibitors of MCL1 binding to BIM-BH3, primary screen, biochemical, fluorescence polarization | Induced myeloid leukemia cell differentiation protein Mcl-1 (Homo sapiens), Q07820 | GST-MCL1 / FITC-Bim-BH3 fluorescence polarization | inhibition, % at 10.9 µM | actives 0.68% (n = 320,000);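 active = inhibition above the mean inhibition of all tested compounds plus 3 SD, set per campaign, cut at about 40% in these data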;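 note: 0% = DMSO wells and 100% = unlabeled Bim-BH3 peptide control; higher means more loss of mP so more displacement of Bim peptide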
# Target sequence (Q07820 whole entry, looked up): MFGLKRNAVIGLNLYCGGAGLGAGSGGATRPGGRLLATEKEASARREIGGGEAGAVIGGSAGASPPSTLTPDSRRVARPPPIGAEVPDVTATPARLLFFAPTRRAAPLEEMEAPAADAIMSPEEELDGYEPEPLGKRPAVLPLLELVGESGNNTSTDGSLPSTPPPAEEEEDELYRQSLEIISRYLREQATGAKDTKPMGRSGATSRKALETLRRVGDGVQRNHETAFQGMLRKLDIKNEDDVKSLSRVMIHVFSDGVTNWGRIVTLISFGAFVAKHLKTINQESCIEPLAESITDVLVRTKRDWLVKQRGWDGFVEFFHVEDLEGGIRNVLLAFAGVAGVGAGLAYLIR
# PME-1 primary = PME-1 inhibitors via competitive probe labeling, primary screen, biochemical, fluorescence polarization, FP-Rh probe, HTS; recombinant PME-1; actives 0.53% (n = 320,000); Protein phosphatase methylesterase 1 (Homo sapiens), Q9Y570; inhibition, % at 5.9 µM; AID 2130, 2009;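 active = inhibition above the campaign mean of all compounds plus 3 SD, cut at about 26% in these data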;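 note: competitive labeling of PME-1 active site by serine hydrolase directed probe; 0% = PME-1 with DMSO and 100% = wells lacking PME-1 enzyme; inhibitors block probe labeling so polarization falls and inhibition rises; many of its hits are not listed in these tables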
# BCLXL inh = inhibitors of human Bcl-xL, primary screen, biochemical, fluorescence polarization, HTS. inhibition, % at 10.9 µM. GST-Bcl-xL / FITC-Bim BH3 peptide fluorescence polarization. Bcl-2-like protein 1 (Homo sapiens), Q07817. AID 2129, 2009. actives 0.7% (n = 320,000);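 active = inhibition above the mean of all tested compounds plus 3 SD, cutoff set per campaign, cut at about 30% in these data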;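 note: 0% = DMSO wells and 100% = unlabeled Bim-BH3 peptide competitor; inhibitors lower millipolarization by displacing the labeled peptide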
# Target sequence (Q07817 whole entry, looked up): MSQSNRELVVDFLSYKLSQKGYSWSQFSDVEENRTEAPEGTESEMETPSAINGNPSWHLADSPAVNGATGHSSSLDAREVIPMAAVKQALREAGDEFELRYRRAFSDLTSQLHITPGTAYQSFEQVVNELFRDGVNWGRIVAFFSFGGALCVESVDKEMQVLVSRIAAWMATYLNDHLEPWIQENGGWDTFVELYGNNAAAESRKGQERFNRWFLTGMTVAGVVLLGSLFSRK
# Fam108B counter = mouse Fam108B serine hydrolase inhibitors, primary screen, counter-screen for RBBP9 inhibitor project, biochemical, fluorescence polarization | actives 0.33% (n = 300,000) | recombinant Fam108B, FP-Rh probe fluorescence polarization | AID 1947, 2009 | inhibition, % at 9.51 µM;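 active = inhibition above the screen mean inhibition plus 3 SD, computed separately per campaign, cut at about 18% in these data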;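 note: inhibitors lower polarization as less probe binds the enzyme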
# The depositor's hits bear a star; nt = not tested or not shown.
# Under each structure: Efflux pump inh	GLD-1 RNA inh	MEX-5 binding	GRK2 inh	VLA-4 inh	MCL1 BIM primary	PME-1 primary	BCLXL inh	Fam108B counter
> C(=N\Nc1ccc2nncn2n1)/c1ccccn1
  0.0	5	nt	0	4	0	-2	-1	-1
> COC(=O)Cn1nnc(N2CCOCC2)n1
  0.0	12	-0.2	0	-7	-1	-1	4	0
> O=C(COc1ccc(C(=S)N2CCOCC2)cc1Cl)Nc1ccccc1Cl
  0.1	-2	-0.1	0	14	6	0	10	1
> COc1ccc(CN2C(=NC(=O)CCc3ccccc3)SC3CS(=O)(=O)CC32)cc1 (stereo unspecified)
  0.0	4	1.5	0	9	4	-2	7	-2
> Cc1oc(-c2ccccc2F)nc1CN1CCC(C(=O)NCc2ccco2)CC1
  0.1	6	2.2	0	19	7	2	7	-3
> Cc1ccc(S(=O)(=O)N2CCN(CC(=O)N/N=C\c3ccncc3)CC2)cc1
  -0.1	0	2.9	3	-13	-7	0	-1	-4
> S=c1[nH]nc(-c2ccncc2)n1/N=C/c1ccccc1
  0.0	10	0.8	4	-1	-19	2	-31	-1
> Cc1ccc(NC(=O)c2ccc3nccnc3c2)c(C)c1
  -0.5	-6	1.2	2	0	1	3	4	-4
> CCOC(=O)C1CCN(C(=O)c2ccccc2Oc2ccccc2)CC1
  0.2	6	-0.1	3	-1	7	4	2	0
> Cc1oc2cc(OCc3cnn(-c4ccccc4)c3)ccc2c(=O)c1Oc1ccccc1F
  0.2	-4	0.5	0	1	0	-1	1	-4
> CN1C(=O)C(C(=O)NC(C)(C)C)C2c3ccccc3OC13CCCCC23 (stereo unspecified)
  0.5	1	2.4	0	6	8	-2	6	-6
> Cc1cc(CN(C)C(=O)CCc2nnc(Cc3cccc(C(F)(F)F)c3)o2)on1
  -0.1	1	2.6	3	-5	-1	3	9	0
> COc1ccc(NC(=O)N2c3ccccc3CC2C)cc1OC (stereo unspecified)
  0.1	-7	0.9	0	10	6	3	-2	3
> Cc1cccc(C)c1NC(=S)N(Cc1cccs1)C1CCCC1
  0.1	1	-1.4	2	1	6	-2	1	1
> Cc1cnc(C(=O)OCC(=O)c2ccc(Cl)cc2)cn1
  0.2	0	0.4	2	-8	3	-4	6	-1
> O=C(OCc1cnc(Cl)s1)c1ccc(Cl)cc1
  0.1	0	-1.9	0	4	-1	2	-1	-2
> CSc1cccc(NC(=O)NCc2cccc(CNC(=O)Nc3cccc(SC)c3)c2)c1
  -0.1	-65	1.0	0	nt	-113	-37	-55	-30
> O=C(Nc1cc(S(=O)(=O)N2CCCCC2)ccc1Cl)C1COc2ccccc2O1 (stereo unspecified)
  0.0	-1	nt	5	6	nt	nt	nt	nt
> Cc1nc(SCC(=O)Nc2c(C)n(C)n(-c3ccccc3)c2=O)c(C#N)c(C)c1C
  -0.1	0	nt	2	-4	1	-1	1	nt
> COc1ccc(NC(=O)c2sc3nc(C)nc(N4CCN(c5ccccn5)CC4)c3c2C)cc1Cl
  0.4	-1	-0.5	0	5	-3	-9	2	-26

# Compound profiles (already shown).
# `COc1ccc(NC(=O)c2sc3nc(C)nc(N4CCN(c5ccccn5)CC4)c3c2C)cc1Cl` is entered as Efflux pump inh: 0.4; GLD-1 RNA inh: -1; MEX-5 binding: -0.5; GRK2 inh: 0; VLA-4 inh: 5; MCL1 BIM primary: -3; PME-1 primary: -9; BCLXL inh: 2; Fam108B counter: -26
# `Cc1cccc(C)c1NC(=S)N(Cc1cccs1)C1CCCC1` is entered as Efflux pump inh: 0.1; GLD-1 RNA inh: 1; MEX-5 binding: -1.4; GRK2 inh: 2; VLA-4 inh: 1; MCL1 BIM primary: 6; PME-1 primary: -2; BCLXL inh: 1; Fam108B counter: 1

# More results:
# Under each structure: Efflux pump inh	GLD-1 RNA inh	MEX-5 binding	GRK2 inh	VLA-4 inh	MCL1 BIM primary	PME-1 primary	BCLXL inh	Fam108B counter
> O=C(O)CCCC(=O)Nc1ccc(N2CCCC2)cc1
  0.0	7	1.3	0	5	9	1	12	-2
> CC(=O)c1cnc2c(-c3ccccc3)c(-c3ccccc3)nn2c1C
  -0.2	6	-0.2	0	8	4	5	4	3
> O=c1[nH]n(-c2ccccn2)c(=O)c2ccccc12
  0.1	-1	-0.8	0	1	-3	-1	-1	1
> CC1CCc2[nH]c3ccc(C(=O)NCCCOC(C)C)cc3c2C1 (stereo unspecified)
  -0.2	4	-0.9	1	0	5	-2	2	-11
> COc1ccc(OC)c(NS(=O)(=O)c2ccc3c(c2)n(C)c(=O)n3C)c1
  0.1	5	0.9	0	4	-2	2	3	0
> COc1ccc(NC(=O)CN(C)C(=O)c2cc(C3CC3)nn2-c2ccccc2)cc1
  0.1	0	nt	3	12	-13	2	-5	nt
> Cc1cc2ccccc2c(=O)n1CC(=O)NCC(=O)N1CCCC(C)C1 (stereo unspecified)
  0.2	-2	-0.2	5	7	7	1	0	2
> CC1CCc2sc(C(=O)N3CCN(c4ncccn4)CC3)cc2C1 (stereo unspecified)
  3.5	7	1.4	0	9	0	-2	-4	-1
> Cc1ccc(CNC(=O)CNS(=O)(=O)c2ccc(Br)s2)cc1
  -0.1	-2	1.2	0	-23	6	-4	4	2
> COc1ccc(-c2cc(-c3nc4ccccn4c3NCc3ccccc3)ccc2OC)cc1
  -0.1	9	nt	1	8	nt	nt	nt	nt
> Cc1ccc(C)c(S(=O)(=O)N(C)C2CCS(=O)(=O)C2)c1 (stereo unspecified)
  0.0	5	0.3	2	12	2	-4	7	2
> Cc1cc(NC(=O)c2ocnc2C)no1
  0.0	6	1.6	0	9	3	2	0	-1
> CCOc1ccc(C(=O)CN2C(=O)NC3(CCCCCC3)C2=O)cc1
  0.1	0	2.7	1	-5	-4	-5	0	-2
> CO/N=C/NC(=O)c1cn(-c2ccc(F)cc2)c(=O)c2ccccc12
  0.1	4	-0.3	0	-1	0	2	4	-3
> Cc1ccc(NC(=O)CCNS(=O)(=O)c2cc(Br)cnc2N)cc1Cl
  0.1	19	1.1	5	13	0	-8	0	-1
> CC(C)(C)c1ccc(Oc2coc3cc(OCC(=O)O)ccc3c2=O)cc1
  0.3	2	-4.6	4	9	11	-5	5	-2
> Cc1ccccc1OCC(O)Cn1c(N2CCN(c3ccccc3)CC2)nc2c1c(=O)[nH]c(=O)n2C (stereo unspecified)
  0.0	2	-0.2	3	5	2	-8	-1	-1
> Cc1ccc(S(=O)(=O)N2CCC(C(=O)NCCCN3CCCCCC3)CC2)cc1
  -0.1	6	2.0	0	6	4	9	3	-2
> CN(C)c1ccc(CNCCC2(O)CCOC(C)(C)C2)cc1 (stereo unspecified)
  0.1	-2	nt	2	26	0	-1	-4	3
> O=C(Nc1cccnc1)c1noc2c1CCCC2
  0.0	6	0.4	0	2	7	-3	2	5
> Cc1ccc2nc(/C(C#N)=C\c3ccc(N4CCCCC4)c([N+](=O)[O-])c3)[nH]c2c1
  0.1	-15	-4.1	39	10	-11	68*	-4	31*
> CCOc1ccc(C(C(=O)NCC2CCCO2)N(Cc2ccccc2)C(=O)c2snc(C(N)=O)c2N)cc1 (stereo unspecified)
  0.0	2	-0.5	0	-17	2	-4	2	1
> O=S(=O)(Nc1cc(S(=O)(=O)N2CCOCC2)ccc1O)c1ccc2c(c1)OCCCO2
  -0.2	-4	nt	2	-8	17	2	12	nt
> O=C(NCCCN1CCOCC1)c1ccc2c(c1)N(Cc1ccccc1)C(=O)c1ccccc1S2=O (stereo unspecified)
  -0.1	-2	3.0	0	17	7	-1	8	0
> N#C/C(=C\c1ccc(F)cc1F)S(=O)(=O)c1ccccn1
  0.2	-2	-0.1	0	6	6	-4	4	0
> CCOc1cc(CN2CCCC(C(=O)c3cccc(C(F)(F)F)c3)C2)ccc1O (stereo unspecified)
  -0.2	3	-5.0	0	-5	11	0	2	-2
> O=S(=O)(NC1CCCC1)c1ccccc1Br
  0.1	-1	0.3	0	1	6	6	10	-1
> O=C(c1cc2ccccc2o1)N1CCCCCC1
  0.0	-3	0.6	1	5	1	-2	4	-2
> COc1ccc(OC)c(NC(=O)NC2(C(F)(F)F)Oc3ccccc3O2)c1
  0.0	-3	1.3	1	7	9	4	7	1
> COc1ccc(/C=N\NS(=O)(=O)c2ccc(Cl)cc2)cc1COc1ccccc1[N+](=O)[O-]
  -0.1	4	-0.7	1	-2	-7	-1	1	-5
> COc1ccccc1NC(=O)CC12CC3CC(CC(Br)(C3)C1)C2
  -0.1	1	1.5	1	10	7	0	7	-1
> COc1ccccc1NC(=O)COc1cccc(-n2cnnn2)c1
  -0.1	8	-1.5	0	8	1	0	-1	0
> Cn1c(NCc2ccccc2)cc(=O)n(C)c1=O
  -0.1	-1	-0.8	1	-10	7	-7	7	5
> CCN(C(=O)COC(=O)c1cnc(C)cn1)C1CCS(=O)(=O)C1 (stereo unspecified)
  -0.1	6	1.6	3	9	-23	1	-12	1
> COC(C(=O)NNS(=O)(=O)c1ccc([N+](=O)[O-])cc1)c1ccccc1 (stereo unspecified)
  0.9	0	-1.5	0	5	3	-1	5	5
> COc1ccc(/C=C(/NC(=O)c2ccco2)C(=O)NCCc2ccccc2)cc1
  -0.2	0	-3.2	1	9	3	6	9	1
> COc1c(Cl)cc(Cl)cc1C(=O)Nc1ccc(NC(C)=O)cc1
  -0.1	-2	-0.2	0	29	8	1	-3	-1
> Cc1cc(C)c2c(CC(=O)Nc3ccc(Cl)cn3)coc2c1
  -0.3	4	nt	1	14	4	2	1	1
> Cc1cccc(COC(=O)Nc2ccc(NC(=O)c3ccccc3Cl)cc2)c1
  -0.1	4	3.1	0	16	6	-6	1	1
> C=CCSc1nnc(COc2ccc(=O)n(-c3ccccc3)n2)n1CC
  0.2	-6	1.1	0	8	1	-2	2	0
> Cc1ccccc1-c1nc(-c2ccccn2)no1
  0.2	3	-0.1	0	-41	-5	-3	-1	-3
> CCCCn1c(N)c(N(CCOC)C(=O)c2c(CC)noc2C)c(=O)[nH]c1=O
  0.3	-1	nt	1	-4	3	-1	3	nt
> Cc1nnc(SCC2=C(C(=O)O)N3C(=O)C(NC(=O)C(C)n4nc(C(F)(F)F)cc4C)C3SC2)s1 (stereo unspecified)
  0.2	-2	-3.4	11	19	20	0	11	-4
> COc1ccc(NS(=O)(=O)c2csc(C(N)=O)c2)cc1OC
  -0.2	0	-0.3	4	-16	5	-5	4	8
> COc1ccc(N(CC(=O)N2CCN(c3ccc(Cl)cc3)CC2)S(=O)(=O)c2c(C)n[nH]c2C)cc1
  0.0	1	2.4	1	5	0	6	4	-1
> COCCN(C(=O)Cn1nnc2ccccc21)C(C(=O)NC1CCCC1)c1cc(OC)ccc1OC (stereo unspecified)
  0.2	0	1.5	3	10	-2	-2	4	-3

# From PubChem

# An excerpt; count on the stated rates, not on these rows.
